mouse EphA4 binding – inhibitors of EphA4 binding to KYL peptide, primary screen, biochemical, colorimetric, mouse EphA4 (AID 689); EphA4-AP binding to KYL peptide, pNPP A405; higher % means a stronger effect; inhibition, % at 10 µM; hits with a dose series show IC50 in µM; actives 0.1% (n = 62,000); in the data active means a potency from the dose series; inactive means the rest, 99 in 100 with inhibition below about 22%
An asterisk follows results filed as active; & = joins results of further samples. These rows are one share of the data, so the mix of outcomes need not match the whole.

The opening three records as a preview:
mouse EphA4 binding	structure
-4.5%	CCCc1nnc(NC(=O)CN2C(=O)C3C4C=CC(C4)C3C2=O)s1 (stereo not drawn)
-0.4%	COCCCN1CN(S(=O)(=O)c2ccc(Cl)cc2)c2nc3ccccc3nc21
-3.1%	CN(CC(=O)N1CC=C(c2ccccc2)CC1)S(=O)(=O)c1ccc2c(c1)c(=O)n(C)c(=O)n2C

Results, previewed entries included:
mouse EphA4 binding	structure
-4.5%	CCCc1nnc(NC(=O)CN2C(=O)C3C4C=CC(C4)C3C2=O)s1 (stereo not drawn)
-0.4%	COCCCN1CN(S(=O)(=O)c2ccc(Cl)cc2)c2nc3ccccc3nc21
-3.1%	CN(CC(=O)N1CC=C(c2ccccc2)CC1)S(=O)(=O)c1ccc2c(c1)c(=O)n(C)c(=O)n2C
-25.3%	CC(=O)c1c(C)n(-c2ccccc2)c2ccc(OCC(O)CN3CCOCC3)cc12 (stereo not drawn)
0.1%	CCOC(=O)c1ccc(NC(=O)c2ccc(I)cc2)cc1
-9.5%	COC(=O)c1cc(NC(=O)CCc2c(C)nc3ncnn3c2C)cc(C(=O)OC)c1
-9.5%	CCOC(=O)c1c(NC(=O)C2CCCCC2)sc(C)c1C
-1.1%	O=C(Nc1ccc2c(c1)OCCO2)C1CCCN(S(=O)(=O)c2cccc3nsnc23)C1 (stereo not drawn)

mouse EphA4 binding	structure
-16.7%	c1ccc(-c2cc(-c3nc4ccccc4[nH]3)c3ccccc3n2)cc1
-19.7%	COc1ccc(/C=N/NC2=NCCCCC2)cc1
-19.8%	COc1ccc(-c2nc(-c3ccccc3)nc(N3CCN(C)CC3)c2C#N)cc1
-5.0%	COc1ccccc1CNc1nc2ccccc2n1CCN1CCCCC1
-5.9%	CCC(=O)N1CCc2cc(S(=O)(=O)NCCC(=O)N3CC=C(c4ccccc4)CC3)ccc21
-1.1%	O=c1cc(CO)oc(CN2CCN(c3ccccc3F)CC2)c1O
-12.9%	COc1cc(C(=S)N2CCCC2)ccc1OC(=O)c1ccc(Cl)cc1[N+](=O)[O-]
-6.5%	COc1ccc(C(=O)Nc2ccc(NC(=O)c3ccco3)c(C)c2)cc1OC

mouse EphA4 binding	structure
-5.9%	CCn1c(SCC(=O)OC2CCCCC2)nnc1-c1ccncc1
-0.8%	O=C1NC(c2ccncc2)Nc2ccccc21 (stereo not drawn)
-13.3%	CCN(CC)CCCN1C(=O)C(=O)/C(=C(/O)c2cc(C)ccc2C)C1c1cccnc1 (stereo not drawn)
18.0%	Cc1cccc(-c2noc(-c3ccccc3C(=O)NCC3CCCO3)n2)c1 (stereo not drawn)
-1.5%	Cc1c(N=C2SCC(=O)N2c2c(C)n(C)n(-c3ccccc3)c2=O)c(=O)n(-c2ccccc2)n1C
16.2%	CCOC(=O)C1CCN(CC(=O)Nc2c(C(=O)OC)[nH]c3cccc(Cl)c23)CC1
-22.0%	O=C(COC(=O)CCS(=O)(=O)c1ccc(Cl)cc1)Nc1ncc(Cl)cc1Cl
-8.3%	CS(=O)(=O)N(CC(=O)N1CCCC1)c1cccc(C(F)(F)F)c1

Arranged by number of heavy atoms (ascending): 4 of the compounds above.
mouse EphA4 binding	structure
-8.3%	CS(=O)(=O)N(CC(=O)N1CCCC1)c1cccc(C(F)(F)F)c1
-5.9%	CCn1c(SCC(=O)OC2CCCCC2)nnc1-c1ccncc1
-13.3%	CCN(CC)CCCN1C(=O)C(=O)/C(=C(/O)c2cc(C)ccc2C)C1c1cccnc1 (stereo not drawn)
-1.5%	Cc1c(N=C2SCC(=O)N2c2c(C)n(C)n(-c3ccccc3)c2=O)c(=O)n(-c2ccccc2)n1C

More records:
mouse EphA4 binding	structure
-18.8%	CCN(Cc1cc2ccccc2[nH]c1=O)C(=O)C(C)C
-26.3%	CCOC(=O)c1cc(C(O)(C(F)(F)F)C(F)(F)F)c(/N=C/N(C)C)o1
-18.4%	CN=C(Nc1ccc(Cl)cc1)c1cccc(C(F)(F)F)c1
-10.2%	CCCCC(=O)OCC(=O)Nc1ccc(OC(F)F)cc1
-9.2%	COc1ccc(-n2nnnc2SCC(=O)Nc2cccc(NC(C)=O)c2)cc1OC
-8.4%	Nn1c(SCc2ccccc2)nnc1-c1ccccn1
-5.2%	CCOC(=O)C1=C(C)N=c2s/c(=C/c3ccc(I)o3)c(=O)n2C1c1ccccc1OC (stereo not drawn)
-13.0%	Cc1cc(C)c(NC(=O)CCCN2CCN(C)CC2)c(C)c1

mouse EphA4 binding	structure
4.2%	O=C(NNC1=NCCC1)c1cccc(Br)c1
-8.4%	OCCNc1ncnc2c1ncn2Cc1ccccc1
8.3%	O=C(/C=C/c1cn(-c2ccccc2)nc1-c1ccccc1)c1cccs1
-2.1%	Cc1nc(-c2ccccc2)sc1C(=O)/C=C/c1ccc(Cl)cc1
-20.3%	O=C(O)CC(C(=O)NCc1ccccc1)C1CCCO1 (stereo not drawn)
-12.5%	Cc1ccc2nc(N/N=C\c3ccc([N+](=O)[O-])o3)nc(-c3ccccc3)c2c1
2.2%	O=C(Cn1cccc1C(=O)c1ccccc1)NCCN1CCCCCC1
12.2%	CCn1c(SCc2ccccc2)nnc1-c1ccc(S(=O)(=O)N2CCCCC2)cc1

mouse EphA4 binding	structure
-2.0%	Cc1nc(=O)c(-c2ccccc2)c(C)n1-c1ccc(O)c(C(=O)O)c1
4.7%	Cc1onc(-c2ccccc2Cl)c1C(=O)Nc1nc2c(s1)CCCC2
-9.0%	Cc1cccc(NC(=O)c2sc(NC(=O)c3ccco3)c(C#N)c2C)c1C
-6.8%	CC1(C)OC(=O)N(c2ccccn2)C1(C)O (stereo not drawn)
-7.0%	CC(=O)c1nc(N2C(=O)CC(Cc3cccc(C)c3)C2=O)sc1C (stereo not drawn)
7.8%	Cc1ccc(N2CCN(CC(=O)Nc3c(C(=O)C4CC4)oc4ccccc34)CC2)cc1
-16.4%	CCn1c(O)c(C=NC2CCCC2)sc1=S
-0.4%	Cc1[nH]n2c(=O)c(C#N)c(-c3ccccc3)nc2c1-c1ccccc1

mouse EphA4 binding	structure
-10.1%	Cc1cc(=S)cc(C)n1CCCn1ccnc1
-3.3%	O=C(CSC1=NCCN1)NC1CCCCCC1
-0.4%	CCOC(=O)c1cccnc1SC(CC)C(=O)NCc1ccco1 (stereo not drawn)
2.1%	Cc1ccc(NC(=O)Cn2nc([N+](=O)[O-])c(Br)c2C)cc1C
-7.8%	O=[N+]([O-])c1cccc(-c2nc(-c3ccncc3)no2)c1
12.2%	COC(=O)[C@@H](NC(=O)NCc1cccs1)C(C)C
-1.8%	CC(=O)Nc1c(C(=O)N2CCCCCC2)cnn1-c1ccccc1
0.2%	Cc1ccc(C(=O)COC(=O)CNC(=O)C(c2ccccc2)c2ccccc2)cc1[N+](=O)[O-]

mouse EphA4 binding	structure
-11.4%	c1ccc(Oc2ncnc3oc(-c4ccccc4)cc23)cc1
7.1%	Cc1nc2cc(S(=O)(=O)N3CCC(C(=O)O)CC3)ccc2n1C1CCCC1
-7.4%	O=C1CCCc2c1nc(-c1ccco1)n2O
-13.8%	CC(C)Oc1ccc2nnnn2n1
-17.9%	CCN1CCN(CC(=O)Nc2sc3c(c2C#N)CCC(C)C3)CC1 (stereo not drawn)
6.7%	CCSc1nnc(Cc2cc(=O)[nH]c(=O)[nH]2)n1-c1cc(C)ccc1C
-8.5%	CC(C)NC(=O)c1cccc(C(F)(F)F)c1
-17.6%	CCOc1ncccc1C(=O)OCC(=O)NCCc1ccc(OC)cc1

mouse EphA4 binding	structure
-5.0%	N#Cc1ccc(CSc2nnc(NC(=O)C3CCCO3)s2)cc1 (stereo not drawn)
-6.7%	O=C1c2ccccc2C(=O)C1(Nc1ccccc1)c1ccc([N+](=O)[O-])cc1
-8.5%	O=C(CSc1nnc(COc2cccc3cccnc23)o1)c1ccc(F)cc1
0.5%	c1cc2c(cc1Cn1cnnn1)OCO2
-0.6%	O=C1CCC([N+](=O)[O-])C(c2ccc(Cl)cc2Cl)N1 (stereo not drawn)
-8.0%	Cn1cccc1CNC(=O)Nc1ccc(Cl)c(Cl)c1
-5.1%	COc1cccc(Nc2nc(-c3ccc4c(c3)OCCO4)cs2)c1
1.4%	OCCN1CCN(C(=S)c2ccc(Br)cc2)CC1

mouse EphA4 binding	structure
-7.7%	C=CCn1c(-c2ccc3[nH]c(C)c(C)c3c2)n[nH]c1=S
-17.6%	CCCCN(CC)S(=O)(=O)c1ccc(C(=O)Nc2nnc(COC)o2)cc1
1.8%&-28.3%	O=S(=O)(NCC(c1ccccc1)N1CCNCC1)c1ccc(Cl)cc1 (stereo not drawn)
-16.3%	CCOc1cc(C(=O)OCc2ccc(C(=O)OC)o2)cc(Br)c1OC
8.2%	CCOc1ccccc1Oc1coc2cc(OC)ccc2c1=O
-0.9%	O=C(COc1cccc2ccccc12)NCCO
-2.4%	Clc1ccc(CNc2nnnn2-c2ccccc2)c(Cl)c1
7.1%	Cc1ccoc1C(=O)NCc1occc1C(=O)O

mouse EphA4 binding	structure
1.0%	CCc1ccc(OCC(=O)Nc2ccc(F)cc2)cc1
-1.6%	CCCS(=O)(=O)N1CCCC(C(=O)NCCN(CC)CC)C1 (stereo not drawn)
-7.2%	O=C1C2C3C=CC([C@@H]2C(=O)N1C1CCCCC1)[C@H]1C(=O)N(C2CCCCC2)C(=O)C31 (stereo partly drawn)
-9.0%	Cn1c(C(=O)N2CCCC(C(=O)N3CCN(C(=O)c4ccco4)CC3)C2)cc2sccc21 (stereo not drawn)
-38.0%	c1ccc(N2CCCCC2)c(NC2=NCCC2)c1
3.5%	CCn1c(SCc2nc3ccccc3[nH]2)nnc1-c1cccs1
15.3%	O=C(CCn1c(=O)oc2ccccc21)NCCCN1CCN(c2ccc(F)cc2)CC1
28.4%	CCOC(=O)CNc1cccc(NCC(=O)OCC)c1

mouse EphA4 binding	structure
-6.9%	O=C(O)CCNC(=O)c1cncc(Br)c1
-4.0%	N#Cc1cc([N+](=O)[O-])c(-n2nnc3ccccc32)c([N+](=O)[O-])c1
-6.3%	CCOC(=O)c1cnn(CCOC(=O)C2CC2)c1NC(=O)C1CC1
-15.9%	CC1(C)CC(CC(=O)O)C(=O)O1 (stereo not drawn)
0.2%	O=C(CN(C1CCCCC1)S(=O)(=O)c1ccc(F)cc1)NC1CC1
-15.3%	Cc1sc2nc(C3CC3)nc(NCCNS(C)(=O)=O)c2c1C
-15.2%	O=C(CSc1nnc(-c2ccccc2)o1)c1nnc(-c2ccccc2)o1
3.6%	Cc1ccc(C2Nc3ccccc3NC3=C2C(=O)CC(c2ccccc2)C3)cc1 (stereo not drawn)

mouse EphA4 binding	structure
-4.4%	COc1cc(C2N(c3ccccn3)C(=O)C3CCCN32)cc(OC)c1OC (stereo not drawn)
5.9%	CC(=O)c1cn(CC(=O)Nc2ccccc2C)c2ccccc12
-32.3%	O=C1c2cccnc2C(Nc2ccccc2)N1Cc1ccco1 (stereo not drawn)
-3.0%	O=C(Cc1c(O)c2ccccc2[nH]c1=O)NC1CCCCCCC1
-4.1%	Cc1ccc(S(=O)(=O)NCCN=C(CN2CCCC2)NS(=O)(=O)c2ccc(C)cc2)cc1
-5.9%	COc1ccc([N+](=O)[O-])cc1C1NN=C(c2ccccc2O)S1 (stereo not drawn)
-4.5%	O=C1CCCC2=C1C(c1ccc3c(c1)OCO3)c1c([nH]n(-c3ccccc3)c1=O)N2 (stereo not drawn)
15.8%	CC1CC(=O)c2cnc(Nc3cccc(C(F)(F)F)c3)nc2C1 (stereo not drawn)

mouse EphA4 binding	structure
9.6%	CCCN1CN(Cc2ccco2)c2nc3ccccc3n2C1
-1.7%	COc1ccccc1NC(=O)CCN1CCCCCC1
-2.3%	Cc1ccc(S(=O)(=O)N2CCCC2C(=O)OCC(=O)Nc2ccc3c(c2)OCO3)cc1 (stereo not drawn)
-15.8%	Cc1csc(NC(=O)CSc2nnc(-c3ccccc3)o2)n1
6.3%	CC(C1CC1)N(Cc1ccccc1)C(=O)Nc1cccc([N+](=O)[O-])c1 (stereo not drawn)
-6.1%	Cn1c(CNC(=O)Nc2ccccc2)nnc1SCc1ccccc1
9.3%	O=C(Nc1cccc(Cl)c1)Nc1nnc(-c2ccncc2)s1
-7.4%	COc1ccc(C(=O)Nc2cccc(OC)c2)cc1

mouse EphA4 binding	structure
-0.3%	O=C1/C(=C\c2cccc(C(F)(F)F)c2)SC(=S)N1Cc1ccccc1
-11.9%	CCN(C(=O)c1ccc(C(C)(C)C)cc1)c1nnc(Cn2nnc3ccccc32)s1
-8.9%	CCOC(=O)NNC1CC(=O)N(c2ccc(OC)cc2)C1=O (stereo not drawn)
6.6%	CC(C)C(=O)N1CCN(c2c(Cl)cccc2[N+](=O)[O-])CC1
-9.4%	Cc1ccc(NC(=O)C(C)Sc2nnc(-c3cccnc3)o2)cc1 (stereo not drawn)
-2.7%	Cc1nn(Cc2ccccc2Cl)c(C)c1NC(=O)NC12CC3CC(CC(C3)C1)C2
-11.8%	Cc1ccsc1-c1ncnn1-c1ccc(Cl)cc1
-1.2%	Cc1[nH]n(-c2ccccc2)c(=O)c1/C=N/NC(=O)c1cccc([N+](=O)[O-])c1

mouse EphA4 binding	structure
-8.8%	CCOC(=O)c1c(C)oc2ccc(OC(=O)c3cc4ccccc4o3)cc12
-5.0%	CCOc1cc(N2CCOCC2)c(OCC)cc1NC(=O)c1nc2nc(C)cc(C)n2n1
-1.9%	O=C(Cc1cc(=O)[nH]c(=O)[nH]1)NCC1CCCO1 (stereo not drawn)
-3.9%	COc1ccc(C(=O)/C(=C\c2ccco2)N2C=CC=CC2=C(C#N)C#N)cc1
0.5%	O=C1c2ccccc2C(=O)c2c1cccc2S(=O)(=O)NNc1ccccc1
9.3%	COc1ccc(C(=O)NC(N2CCOCC2)C(Cl)(Cl)Cl)cc1OC (stereo not drawn)
-7.2%	CCOc1ccc(-c2c(=O)n(OCc3ccccn3)c3ccccc3[n+]2[O-])cc1
-1.5%	CN(C)c1cccc(NC(=O)c2cc3ccccc3o2)c1

mouse EphA4 binding	structure
-15.5%	COc1ccc(CCNc2cc(-c3ccccc3)nc3ncnn23)cc1
0.3%	Cc1ccc(NC(=O)N(CCCN2CCOCC2)Cc2cccnc2)cc1C
0.0%	CC1CCC2(CC1)NC(=O)N(CC(=O)NC(=O)NC1CCCC1)C2=O (stereo not drawn)
20.2%	c1coc(-c2nc3ccccc3nc2-c2ccco2)c1
-7.7%	O=C(NC1CCCCCCC1)c1ccccc1O
-5.1%	CCCS(=O)(=O)N1CCCC(C(=O)NCCCN2CCN(c3cccc(Cl)c3)CC2)C1 (stereo not drawn)
